Source: PubChem BioAssay
LDHA inh: qHTS assay for inhibitors of human lactate dehydrogenase; hit rate 0.15% among 480,000; purified LDHA, NADH/diaphorase-resazurin fluorescence; hits give low values; activity change, % (values are at about 110 or 230 µM); in the data active = activity change below about -30%; inconclusive = mostly about -25% to -30%;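 also: plate controls were DMSO wells for no effect and wells without enzyme for full effect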
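Human LDH5 (2 nM) was incubated with 0.06 mM NADH and 0.2 mM pyruvate for 5 min at room temperature in Tris pH 7.4. Remaining NADH was coupled through diaphorase/resazurin, and resorufin fluorescence was read at 0 and 20 min.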
TrxR1 inh: qHTS Assay for Inhibitors of Mammalian Selenoprotein Thioredoxin Reductase 1 (TrxR1): qHTS | hit rate 1% among 390,000 | Thioredoxin reductase 1, cytoplasmic (Rattus norvegicus), O89049 | recombinant rTrxR1, NADPH fluorescence consumption, selenite substrate | AID 588453, 2011 | Potency, µM (top dose mostly 114 µM), without a hit: top-dose activity change, negative = inhibition, most hits filed as inhibitors; also: potency is read from the fitted curve at half-maximal effect; % is scaled to controls: 0 for no effect and ±100 for the full control effect; nearly all actives have a fitted effect of over 65% in size
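Rat TrxR1 (90 nM in the dispensed reagent) was pre-reduced with 400 uM NADPH for 5 min at room temperature, then incubated with compound for 15 min. After 400 uM selenite was added, NADPH fluorescence (Ex 340/Em 450 nm) was followed for 8 min.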
Vif-A3F inh: qHTS for Inhibitors of Vif-A3F Interactions: qHTS | HeLa A3F-eYFP + Vif (tagged APOBEC3F with the HIV-1 protein that degrades it), YFP fluorescence increase | Potency, µM (top dose mostly 46.1 µM), for inactives: at the top dose activity, negative = active | hit rate 0.2% among 390,000; also: potency is read from the fitted curve at half-maximal effect; % of control where 0% means no effect; nearly all actives have a fitted effect of over 65% in size
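HeLa cells stably expressing A3F-eYFP plus Vif, plated and incubated overnight at 37 deg C, then exposed to compounds overnight at 37 deg C. Blocked degradation read as raised yellow fluorescence (Ex 488/Em 500-530).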
mIDH1 inhibitor: qHTS for Inhibitors of mutant isocitrate dehydrogenase 1 (IDH1): qHTS. Isocitrate dehydrogenase [NADP] cytoplasmic (Homo sapiens), O75874. IDH1-R132H enzyme, NADPH consumption, diaphorase/resazurin fluorescence. Potency, µM (series often up to 76.6 µM), for inactives: at the top dose activity change, negative = inhibition, hits mostly inhibitors. hit rate 0.093% among 390,000; also: potency is read from the fitted curve at half-maximal effect; % is scaled to controls: 0 for no effect and ±100 for the full control effect; nearly all actives have a fitted effect of over 65% in size
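IDH1-R132H (0.5 ug/mL dispensed) in pH 7.5 Tris buffer was preincubated 30 min with compound, then given a substrate mix of 0.016 mM NADPH and 2 mM alpha-KG for 80 min at room temperature; remaining NADPH was read by diaphorase/resazurin fluorescence.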
RGS4 inhibitor: Inhibitors of Regulator of G Protein Signaling (RGS) 4: qHTS. AID 504845, 2011. hit rate 0.039% among 390,000. Potency, µM (highest dose often 114 µM), for inactives: top-dose activity change, negative = inhibition, actives largely listed as inhibitors. Regulator of G-protein signaling 4 (Homo sapiens), P49798. Transcreener GDP fluorescence polarization, RGS4-accelerated GTP hydrolysis; also: potency is read from the fitted curve at half-maximal effect; % is scaled to controls: 0 for no effect and ±100 for the full control effect; nearly all actives have a fitted effect of over 75% in size; some results filed as inactive show a strong effect at the top dose
Target sequence (P49798 whole entry, looked up): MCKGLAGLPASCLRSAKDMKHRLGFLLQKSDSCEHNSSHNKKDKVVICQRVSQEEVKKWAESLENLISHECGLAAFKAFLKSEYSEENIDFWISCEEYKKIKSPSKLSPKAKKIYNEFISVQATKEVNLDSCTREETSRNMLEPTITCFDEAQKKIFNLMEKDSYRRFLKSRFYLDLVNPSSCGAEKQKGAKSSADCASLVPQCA
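MLSMR compounds (23 nl, pin-transferred) preincubated 10 min at room temperature with a 500nM (2x) first reagent, then RGS4 at 900nM (2x) plus Transcreener GDP mix added; fluorescence polarization (620/688 nm) read before and after 90 min at 30 °C.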
Vif-APOBEC3G blk: qHTS for Inhibitors of Vif-A3G Interactions: qHTS | DNA dC->dU-editing enzyme APOBEC-3G (Homo sapiens), Q9HC16 | HeLa A3G-eYFP + Vif (tagged APOBEC3G with the HIV-1 protein that degrades it), YFP fluorescence, overnight | Potency, µM (titrated, usually from 46.1 µM), without a hit: at the highest dose activity, negative = active, actives largely listed as inhibitors | hit rate 0.076% among 410,000 | AID 602310, 2012;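 also: potency is read from the fitted curve at half-maximal effect; % is scaled to controls: 0 for no effect and ±100 for the full control effect; nearly all actives have a fitted effect of over 60% in size; hits raise eYFP signal because A3G escapes Vif-driven loss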
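Read-out is eYFP fluorescence (Ex 488/Em 500-530) from Vif-expressing HeLa A3G-eYFP cells; more signal means A3G escaped Vif-mediated degradation. Cells plated overnight, compound pinned in, incubated overnight at 37 deg C.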
TrxR1 substrate: qHTS Assay for Substrates of Mammalian Selenoprotein Thioredoxin Reductase 1 (TrxR1): qHTS; AID 588456, 2011; purified TrxR1 substrate turnover, NADPH consumption readout; hit rate 0.01% among 390,000; Potency, µM (doses to about 114 µM), inactives show at the top dose activity change, negative = substrate turnover; Thioredoxin reductase 1, cytoplasmic (Rattus norvegicus), O89049; also: potency is read from the fitted curve at half-maximal effect; % is scaled to controls: 0 for no effect and ±100 for the full control effect; nearly all actives have a fitted effect of over 50% in size
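Rat TrxR1, dispensed at 90 nM, was prereduced with 400 uM NADPH (final) for 5 min at ~22 deg C, then incubated with compound 15 min before 400 uM selenite. A first-read NADPH fluorescence drop versus no-compound background flagged substrates.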
USP1 inh: Inhibitors of USP1/UAF1: Primary Screen. Ubiquitin carboxyl-terminal hydrolase 1 (Homo sapiens), O94782. recombinant USP1/UAF1, Ub-Rhodamine cleavage fluorescence. Potency, µM (top dose mostly 57.1 µM), inactives show top-dose activity change, negative = inhibition, hits mostly inhibitors. hit rate 0.23% among 390,000. AID 743255, 2014; also: potency is read from the fitted curve at half-maximal effect; % is scaled to controls: 0 for no effect and ±100 for the full control effect; nearly all actives have a fitted effect of over 60% in size; inactives centre near -12
Target sequence (O94782 whole entry, looked up): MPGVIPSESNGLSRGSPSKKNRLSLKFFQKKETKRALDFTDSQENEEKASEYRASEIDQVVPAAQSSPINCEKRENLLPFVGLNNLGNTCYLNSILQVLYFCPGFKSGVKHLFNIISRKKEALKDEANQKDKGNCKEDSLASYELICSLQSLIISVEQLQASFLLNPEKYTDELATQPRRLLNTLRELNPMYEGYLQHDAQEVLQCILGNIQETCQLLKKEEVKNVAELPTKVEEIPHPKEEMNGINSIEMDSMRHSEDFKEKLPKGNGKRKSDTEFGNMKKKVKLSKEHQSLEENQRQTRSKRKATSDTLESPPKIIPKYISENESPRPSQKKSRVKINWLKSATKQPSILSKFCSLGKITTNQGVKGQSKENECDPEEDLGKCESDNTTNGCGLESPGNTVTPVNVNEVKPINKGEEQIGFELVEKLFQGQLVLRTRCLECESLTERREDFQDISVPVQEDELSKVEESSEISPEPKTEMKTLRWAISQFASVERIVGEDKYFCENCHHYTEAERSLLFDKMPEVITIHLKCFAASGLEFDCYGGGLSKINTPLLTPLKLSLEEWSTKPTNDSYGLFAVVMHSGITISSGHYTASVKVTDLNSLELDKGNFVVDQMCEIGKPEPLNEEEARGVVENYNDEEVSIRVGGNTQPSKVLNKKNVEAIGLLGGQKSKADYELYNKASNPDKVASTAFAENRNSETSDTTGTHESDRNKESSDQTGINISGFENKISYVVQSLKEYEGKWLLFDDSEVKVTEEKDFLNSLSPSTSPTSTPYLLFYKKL
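High-throughput fluorogenic screen: 1nM USP1/UAF1 complex, Ub-Rho substrate 150nM final, 50mM HEPES pH 7.8 with 0.5mM EDTA, 0.1 mg/ml BSA, 1mM TCEP and 0.01% Tween-20.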
GRP78 ERSR act: qHTS for Inducers of the Endoplasmic Reticulum Stress Response (ERSR) in Human Glioma: qHTS; U87-MG GRP78 promoter luciferase reporter, 16 h; Potency, µM, for the others: at the top dose activation, most hits filed as activators; hit rate 0.02% among 420,000; AID 602332, 2012; also: potency is read from the fitted curve at half-maximal effect; series mostly up to about 76 µM; % of control where 0% means no effect; nearly all actives have a fitted effect of over 35% in size
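Stably transfected U87-MG glioma cells carrying a GRP78-based luciferase sensor; 16 h compound incubation. Luminescence end-point read 10 min after Bright-Glo addition at room temperature.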
* = called active by the depositor; ? = inconclusive; nt = no result given; [ ] = dose if it differs, or a comment. Unless noted, calls follow the shape of the dose curve; as a rule, active = well fitted curve in the direction sought with a large enough effect; inconclusive = small, poorly fitted or top-dose-only effect, or another doubt; inactive = no such curve, though single readings can be large; an effect the other way counts as inactive or inconclusive. An excerpt, so the mix of outcomes need not match the whole.

The opening two compounds, to show the layout:
LDHA inh	SMILES	TrxR1 inh	Vif-A3F inh	mIDH1 inhibitor	RGS4 inhibitor	Vif-APOBEC3G blk	TrxR1 substrate	USP1 inh	GRP78 ERSR act
-4	Cc1nc(C)n(CC(C)C(=O)N2CCN(S(=O)(=O)c3ccc(Cl)cc3)CC2)n1 (stereo not given)	9%	-12%	-5%	12%	3%	-3%	-3%	-4%
-3	CCSc1nc2c(c(=O)[nH]c(=O)n2C)n1C/C=C(/C)Cl	7%[57.1 µM]	-7%	3%	9%	1%	5%[57.1 µM]	2%	-2%

Main list, previewed entries included:
LDHA inh	SMILES	TrxR1 inh	Vif-A3F inh	mIDH1 inhibitor	RGS4 inhibitor	Vif-APOBEC3G blk	TrxR1 substrate	USP1 inh	GRP78 ERSR act
-4	Cc1nc(C)n(CC(C)C(=O)N2CCN(S(=O)(=O)c3ccc(Cl)cc3)CC2)n1 (stereo not given)	9%	-12%	-5%	12%	3%	-3%	-3%	-4%
-3	CCSc1nc2c(c(=O)[nH]c(=O)n2C)n1C/C=C(/C)Cl	7%[57.1 µM]	-7%	3%	9%	1%	5%[57.1 µM]	2%	-2%
-3	CCc1ccc(-c2cc(C(=O)N/N=C/c3ccco3)[nH]n2)cc1	23%[57.1 µM]	2%	9%	-5%	-10%	-14%	-15%	2%
-3	COc1ccc([N+](=O)[O-])cc1NC(=O)/C=C/C(=O)O	1%	2%	-2%	-1%	2%	-3%	-20%	-3%
-7	Cn1cccc1/C=N/NC(=O)Cn1cnc2ccccc21	12%[57.1 µM]	0%	-2%	-5%	-1%	10%[57.1 µM]	-11%	0%
-5	CCc1cc2cc(C)c(C)cc2nc1SCC(=O)Nc1cc(C)on1	15%[57.1 µM]	8%	0%	-10%	0%	-7%	2%	-4%
-8	CCOc1cc(/C=C(/C#N)c2nc3ccccc3[nH]2)ccc1Oc1ccc([N+](=O)[O-])cn1	-29%	-2%	-2%	-4%	-7%	7%	0%	-1%
-3	CCC(=O)N(Cc1cc2ccccc2[nH]c1=O)c1ccccc1OC	8%[57.1 µM]	-5%	-7%	-37%	0%	14%	-9%	-5%
-3	CCC(c1nnnn1CCc1ccccc1)N(Cc1ccco1)Cc1cc2cccc(C)c2[nH]c1=O (stereo not given)	3%[57.1 µM]	2%	5%	-53%	-1%	-10%[57.1 µM]	?	-6%
-1	CC(=O)N1c2ccc(S(=O)(=O)N3CCN(c4cc(Cl)ccc4C)CC3)cc2CC1C (stereo not given)	10%	-3%	-13%	-6%	2%	1%	4%	-3%
-7	COc1cccc(NC(=S)N/N=C2/CCCCc3ccccc32)c1	11%	-1%	-2%	-16%	2%	5%	-21%	1%
0	Cc1csc(=N)n1CC(=O)N1CCc2ccccc21	21%[57.1 µM]	-8%	12%	-16%	0%	-5%	-7%	-1%
0	CCOc1ccc(-c2cc(C(=O)OC)[nH]n2)cc1	27%[57.1 µM]	-8%	9%	-44%	-3%	-8%[57.1 µM]	-12%	3%
-16	Cc1ccc(-c2c(C)sc3nc(CN4CCN(CC(=O)NC5CC5)CC4)[nH]c(=O)c23)cc1	-10%	-8%	3%	-30%	-1%	4%	-23%	-1%
-7	O=C(COC(=O)C1(c2ccc(Cl)cc2)CCCC1)NC1CCS(=O)(=O)C1 (stereo not given)	-3%	3%	-3%	14%	-9%	-3%	0%	2%
-9	O=C(CC1C[C@H](C(=O)N2CCOCC2)[C@@]2(CCC3CCCC3)c3[nH]c4ccccc4c3CCN2C1=O)NCCCn1ccnc1 (stereo not given in full)	0%	1%	-11%	-6%	-4%	-6%	-12%	1%
1	Cc1nc2sc(C(c3ccco3)N3CCN(c4cccc(Cl)c4)CC3)c(O)n2n1 (stereo not given)	?	-5%	1%	-33%	-1%	7%	-5%	-1%
-1	CCOC(=O)c1c(C)[nH]c(CCC(=O)Nc2ccccc2OCC)c1C	19%[57.1 µM]	-7%	-7%	-17%	4%	2%[57.1 µM]	-13%	-2%
-5	COc1ccccc1N1CCN(C(c2ccc(F)cc2)c2nnnn2C(C)C)CC1 (stereo not given)	-7%	-19%	-2%	21%	3%	-8%	-21%	-3%
-1	CN(C)c1ccc(CNC(=O)C2CCCN(S(=O)(=O)c3ccc4c(c3)CCCC(=O)N4)C2)cc1 (stereo not given)	21%	0%	19%	10%	4%	-3%	-24%	-3%
-19	CCOc1ccccc1NS(=O)(=O)c1ccc(N2CCCCS2(=O)=O)cc1	10%[57.1 µM]	-3%	3%	-16%	9%	1%[57.1 µM]	-13%	-2%
0	CC(C)C[C@H](NC(=O)c1nc[nH]c1C(=O)NC1CCNCC1)C(=O)OC(C)(C)C	14%	-1%	-9%	-20%	0%	8%	-17%	-6%
-7	CC1CC(C)CN(C(=O)/C=C/c2ccc(S(=O)(=O)N3CCOCC3)cc2)C1 (stereo not given)	-20%	-2%	-7%	11%	0%	-20%	-1%	-2%
-8	COc1ccc(-c2cc(C(=O)N3CCOCC3)no2)cc1	18%	?	-1%	-7%	0%	-3%[0.457 µM]	-10%	-16%
-3	O=C(O)CC/C(=C\c1cccc(NC(=O)c2ccccc2Cl)c1)c1nc2ccccc2s1	13%	7%	1%	-29%	-8%	20%	-24%	?
-3	FCCCOc1ccc(-c2nccc(-c3ccc(Cl)cc3)n2)cc1	11%[57.1 µM]	-10%	2%	2%	1%	-2%[57.1 µM]	-22%	-4%
-7	COc1ccc(N2CC(C(=O)N/N=C/c3ccc(C)cc3)CC2=O)cc1 (stereo not given)	16%	-6%	0%	-9%	?	-1%	-17%	-6%
-4	CCc1ccc(NC(=O)CSc2nc3nccnc3c(=O)n2CCc2c[nH]c3ccccc23)cc1	3%	-2%	-13%	-18%	4%	2%	-9%	1%
0	CCOc1ccc(/C=C/C(=O)N(CC)CC(=O)NCc2cccs2)cc1OC	-4%	3%	9%	-10%	-10%	12%	-17%	-3%
-6	CCOC(=O)[C@@H]1[C@H]2COc3ccc(Br)cc3[C@H]2N2C(=O)N(c3ccc(F)cc3)C(=O)[C@]12C	24%	1%	-9%	21%	1%	-2%	13%	-6%
-7	CCOC(=O)C1CCN(C(=O)c2ccc3c(c2)sc2nc(-c4ccc(OCC)cc4)cn23)CC1	0%	1%	-3%	3%	-3%	-1%	-17%	-4%
-5	Cc1nc2ccc(NC(=O)NCc3ccco3)cc2s1	-14%	-9%	14%	4%	-1%	-8%	-8%	1%
0	COc1ccc(-n2nc(C(=O)N(C)c3cccc(C(F)(F)F)c3)c3c4ccccc4n(C)c3c2=O)cc1	7%	nt	nt	-5%	nt	3%	-20%	nt
-3	Cc1ccc(/C=N/NC(=O)c2ccccc2OCc2cccc(Br)c2)o1	24%[57.1 µM]	-6%	1%	-39%	-8%	11%	-23%	-7%
1	O=C(Nc1ccc(C(F)(F)F)cc1)c1ccc2nc[nH]c2c1	30%	10%	-5%	8%	0%	2%	-25%	13%
1	O=c1[nH]c(CCl)nc2cc(-c3ccc(Cl)cc3)sc12	-21%	-3%	3%	-33%	-20%	1%	-23%	-17%
-10	COC(=O)c1ccc(N2CCN(c3ccccc3)CC2)c(NC(=O)C2CC2)c1	15%	1%	-1%	5%	2%	-2%	-10%	-2%
-2	COc1ccc(CCNC(=S)N2CCN(S(=O)(=O)c3ccccc3F)CC2)cc1	-11%	7%	7%	-20%	3%	-5%	-7%	-2%
0	CCOc1ccc(C(=O)Nc2ccc(N3CCN(C(=O)c4ccco4)CC3)cc2)cc1Br	3%	0%	2%	-12%	-10%	2%	1%	-3%
8	COc1ccc(NC2CCCN(C(=O)c3ccc4nc(C)c(C)nc4c3)C2)cc1OC (stereo not given)	-20%	-2%	-5%	18%	0%	-20%	-10%	1%
-4	COc1ccc(C(=O)NN=C(Cc2ccccc2)Cc2ccccc2)cc1OC	0%	1%	5%	-4%	1%	-9%	-22%	-1%
5	Cc1cc(=O)n2c3ccccc3n(CC(O)CN3CCCC3)c2c1C#N (stereo not given)	0%	1%	1%	-6%	0%	24%	14%	-7%
-1	CC(Sc1ncnc2c1cnn2-c1ccccc1)C(=O)NCC1CCCO1 (stereo not given)	9%	-9%	4%	-5%	-6%	-1%	?	6%
1	CCOc1ccccc1NC=C1C(=O)OC(C)(C)OC1=O	-15%	-6%	0%	17%	-5%	-10%	-5%	1%
-6	CCN1CCN(C(c2cccs2)C(C)NC(=O)c2ccccc2)CC1 (stereo not given)	6%[57.1 µM]	-9%	10%	14%	3%	1%[57.1 µM]	-16%	-6%
